PP5 inh = PP5 phosphatase inhibitors, primary screen, biochemical, fluorescence; hit rate 0.18% among 320,000; Serine/threonine-protein phosphatase 5 (Homo sapiens), P53041; inhibition, % at 6.7 µM; purified PP5c, OMFP substrate fluorescence;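 active = inhibition above the campaign's mean inhibition across all tested compounds plus 3 SD, cut at about 9.5% in these data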;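 also: 0% = DMSO only and 100% = 100 µM cantharidin control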
Target sequence (P53041 whole entry, looked up): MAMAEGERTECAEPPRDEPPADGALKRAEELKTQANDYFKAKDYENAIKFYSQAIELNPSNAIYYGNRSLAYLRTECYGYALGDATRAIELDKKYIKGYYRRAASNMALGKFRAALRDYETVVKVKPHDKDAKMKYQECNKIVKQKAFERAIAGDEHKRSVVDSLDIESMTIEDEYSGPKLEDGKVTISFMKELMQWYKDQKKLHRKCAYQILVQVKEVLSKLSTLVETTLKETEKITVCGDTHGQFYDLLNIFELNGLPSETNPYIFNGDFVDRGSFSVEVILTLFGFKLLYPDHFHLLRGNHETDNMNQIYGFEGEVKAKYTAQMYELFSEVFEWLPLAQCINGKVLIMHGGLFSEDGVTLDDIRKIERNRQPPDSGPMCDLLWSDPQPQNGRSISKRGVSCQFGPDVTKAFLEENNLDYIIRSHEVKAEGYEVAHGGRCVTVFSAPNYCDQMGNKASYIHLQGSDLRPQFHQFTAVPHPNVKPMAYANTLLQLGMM
proCasp3 act = activators of human procaspase-3 D3A mutant, primary screen, biochemical, absorbance, PC-3 D3A mutant, single concentration. Caspase-3 (Homo sapiens), P42574. recombinant procaspase-3 D3A, Ac-DEVD-pNA absorbance 405 nm. activation, % at 8.5 µM. hit rate 0.11% among 330,000. AID 463141, 2010;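 active = activation above the mean of all tested compounds plus 3 SD, cut at about 21% in these data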;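 also: 0% = DMSO alone and 100% = DMSO wells spiked with extra 5 µM PC-3 D3A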
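Assay system – Procaspase-3 D3A mutant, all three cleavage aspartates alanine · Controls – DMSO-only low control, 5 µM PC-3 D3A high control · Schedule – 1 h compound preincubation, 2 h substrate hydrolysis at 25 °C · Signal – 405 nm absorbance of p-nitroaniline, reads at 0 and 120 min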
core dimer inh = inhibitors of HCV core protein dimerization, primary screen, biochemical, TR-FRET, high-throughput; inhibition, % at 5 µM; hit rate 0.33% among 300,000; TR-FRET GST/Flag-core106 dimerization, 1536-well; AID 1899, 2009;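 active = inhibition above the mean of all tested compounds plus 3 SD, set per screening campaign, cut at about 45% in these data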
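Assay system: GST-tagged and Flag-tagged HCV core protein residues 1-106 / Times: compound-protein-antibody incubation 4 h at 22.5 °C / Signal: time-resolved FRET, ex 340 nm, em 617 and 671 nm / Evaluation: % inhibition based on acceptor/donor emission ratio / Benchmarks: wells lacking GST-core106 and wells with excess unlabelled core106 / Repeats: singlicate, one well per compound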
procasp7 counter = procaspase-7 activators, primary screen, counter-screen for procaspase-3 activator project, biochemical, absorbance, HTS, human; AID 463210, 2010; hit rate 0.093% among 330,000; activation, % at 8.5 µM; recombinant procaspase-7, Ac-DEVD-pNA absorbance 405 nm; D23A/D198A/D206A triple mutant, cannot self-cleave; scale: DMSO 0, 5 µM enzyme 100; Caspase-7 (Homo sapiens), P55210;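 active = percent activation above the screen-wide mean plus 3 SD, cut at about 25% in these data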
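Assay system: Uncleavable procaspase-7 mutant enzyme / Input: 2 µM procaspase-7 mutant as dispensed / Dosing: single nominal 8.5 µM compound dose, 0.8% DMSO final / Timing: 1 h enzyme–compound preincubation and 2 h substrate reaction, both 25 °C / Detection: p-Nitroaniline absorbance at 405 nm, read at 0 and 120 min / Replication: singlicate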
Fh CTSL1 inh = Fasciola hepatica cathepsin L1 inhibitors, primary screen, counter-screen for PFM18AAP inhibitor project, biochemical, QFRET, fluorogenic peptide substrate; recombinant F. hepatica cathepsin L1, Z-Leu-Arg-MCA fluorescence; inhibition, % at 5.96 µM; hit rate 0.49% among 300,000; AID 1906, 2009;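 active = inhibition above the mean of all tested compounds plus 3 SD, set per screening campaign, cut at about 17% in these data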;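 also: 0% = plate median of test compound wells and 100% = 1 µM Z-Phe-Ala-diazomethylketone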
TPT1 inhibitor = Candida albicans TPT1 enzyme inhibitors, primary screen, biochemical, fluorescence polarization; recombinant caTPT1, FP RNA substrate dephosphorylation; inhibition, % at 5 µM; tRNA 2'-phosphotransferase TPT1 (Candida albicans SC5314); hit rate 0.81% among 300,000;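 active = inhibition above the mean of all tested compounds plus 3 SD, set per screening campaign, cut at about 24% in these data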;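 also: plate controls were DMSO alone for no effect and ferristatin control at 100 nM for full effect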
JMJD2C inh = inhibitors of GASC-1 histone demethylase, primary screen, biochemical, fluorescence, DELFIA europium. AID 2099, 2009. GST-JMJD2C(1-420) H3K9me3 demethylation. Lysine-specific demethylase 4C (Homo sapiens), Q9H3R0. inhibition, % at 2.35 µM. hit rate 0.069% among 330,000;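 active = more than half of a compound's replicate wells show inhibition beyond 50%, single wells judged on their own value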;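 also: signal counts dimethyl H3K9 product captured on neutravidin plate; 0% = median of DMSO wells and 100% = 0.3 times that DMSO median; strong numbers were not always called active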
Target sequence (Q9H3R0 1-420 limits assumed): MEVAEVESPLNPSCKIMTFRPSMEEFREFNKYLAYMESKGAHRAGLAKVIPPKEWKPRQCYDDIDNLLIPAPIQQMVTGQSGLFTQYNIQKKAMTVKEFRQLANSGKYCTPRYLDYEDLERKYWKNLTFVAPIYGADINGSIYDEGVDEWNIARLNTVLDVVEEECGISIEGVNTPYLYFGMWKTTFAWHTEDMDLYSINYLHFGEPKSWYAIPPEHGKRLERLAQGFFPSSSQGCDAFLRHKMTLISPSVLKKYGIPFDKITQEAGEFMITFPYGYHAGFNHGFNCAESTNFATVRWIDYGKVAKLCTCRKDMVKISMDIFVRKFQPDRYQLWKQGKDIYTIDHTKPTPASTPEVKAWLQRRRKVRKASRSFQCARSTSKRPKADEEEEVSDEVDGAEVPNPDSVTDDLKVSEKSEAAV
PP1 counter = PP1-alpha phosphatase inhibitors, primary screen, counter-screen for PP5 inhibitor project, biochemical, fluorescence, OMFP substrate, single point; Serine/threonine-protein phosphatase PP1-alpha catalytic subunit (Homo sapiens), P62136; purified PP1alpha; inhibition, % at 6.7 µM; hit rate 0.9% among 320,000; AID 2235, 2010;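 active = inhibition above the mean inhibition of all tested compounds plus 3 SD, computed separately for each screening campaign, cut at about 15% in these data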
Efflux pump inh = inhibitors of Candida efflux pumps in yeast, primary screen, S. cerevisiae, Nile Red, multiplex. inhibition, % at 10 µM. S. cerevisiae Candida pump triplex. hit rate 0.44% among 330,000;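 active = plate passing quality check with inhibition over a set limit, or well fluorescence over plate mean plus 4 SD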;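 also: Nile Red retained in pooled yeast measured as flow cytometry median fluorescence; 0% = buffer negative control and 100% = Enniatin B positive control; higher means more Nile Red kept so more efflux inhibition; some compounds called inactive have numbers as strong as hits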
* hit, by the source's call; nt = not tested or not shown; & = joins results of further samples.

canonical_smiles	PP5 inh	proCasp3 act	core dimer inh	procasp7 counter	Fh CTSL1 inh	TPT1 inhibitor	JMJD2C inh	PP1 counter	Efflux pump inh
CN(C)c1ccnc(-n2cccc2/C=N/OCc2ccc(F)cc2Cl)c1C#N	3.1	-7	10	14	3	-2	6	-2	-0.2
Cc1ccnc2nc(C(=O)OCC(=O)c3c[nH]c4ccccc34)nn12	-0.4	-3	1	2	2	1	-4	-45	0.2
COc1cc(/C=N/NC(=O)c2cc(-c3ccccc3OC(C)C)nc3ccccc23)ccc1O	4.7	-4	8	-2	2	-1	-1	8	1.3
COc1ccc(C(=O)Oc2ccc(F)cc2C(=O)/C=C/c2ccc(OC)c(OC)c2)cc1	0.6	2	10	0	-1	4	-5	1	-6.2
COC(=O)c1ccc2c(=O)n(CC3CCCO3)c(=S)[nH]c2c1 (stereo unspecified)	-0.3	-3	-1	-1	0	-2	6	-4	0.1
Cc1cc(C)c(Cn2ncn(-c3ccc(Br)cc3)c2=O)c(C)c1	-1.2	-2	4	5	-2	0	8	6	0.1
Cn1c(=O)c2c(-c3ccc(C(C)(C)C)cc3)n(N3CCOCC3)cc2n(C)c1=O	-0.8	-8	1	3	7	0	-10	-4	-0.1
O=[N+]([O-])C(=C1SCCS1)C(=C(Cl)Cl)N1CCCCC1	3.3	-5	2	-6	1	-6	11	0	-0.2
O=C(c1ccccc1)N1CCN(C(=O)N2CCOCC2)CC1	0.8	3	2	1	-1	-1	6	-4	0.1
N#Cc1ccc(OCc2nnc(-c3ccc([N+](=O)[O-])cc3)o2)cc1	1.0	4	33	-2	0	-2	-29	2	-0.2
O=C(COc1ccccc1[N+](=O)[O-])c1ccccc1	1.0	-12	4	-14	1	-1	0	-3	0.3
CC(CN1C(C)CCCC1C)OC(=O)c1ccccc1Cl (stereo unspecified)	7.9	3	0	6	3	1	-22	-3	0.1
Cc1cccc(OCC(=O)Nc2ccccc2C(=O)N2CCOCC2)c1	1.4	1	-14	-8	-4	-1	-5	0	-0.1
Cc1nn(CC(=O)N2CCOCC2)c(=O)c2nn(-c3ccccc3)c(C)c12	1.3	-6	0	3	4	-1	6	-3	0.2
CCCCOP(=O)(c1ccc(N(C)C)cc1)C(O)c1ccncc1 (stereo unspecified)	2.4	0	-9	3	-7	-4	-1	0	0.0
COc1cccc(NC(=O)CNC(C)CCC(C)C)c1 (stereo unspecified)	2.4	-1	-6	12	-1	-3	-15	0	0.1
CCOC(=O)C1(Cc2ccc(OC)cc2)CCN(C(=O)c2cc3ccccc3[nH]2)CC1	7.6	2	2	-20	-3	-4	-8	-1	0.5*
NS(=O)(=O)c1ccc(CNC(=O)c2ccccc2SCC(=O)N2CCCC2)cc1	2.5	-3	2	-1	5	1	11	-5	0.0
COc1cccc(/C(O)=C2/C(=O)C(=O)N(Cc3cccnc3)C2c2ccco2)c1 (stereo unspecified)	-0.3	1	5	-33	1	-3	-11	2	-0.1
COc1cc(NC(=O)CN2CCN(Cc3ccc4c(c3)OCO4)CC2)cc(OC)c1	2.1	-4	-4	4	-4	-2	-3	2	-0.1
Cc1nnc(NC(=O)C(c2ccccc2)c2ccccc2)s1	2.5	-3	-10	-5	5	1	-6	1	0.2
Cn1c(=O)c2[nH]c(N3CCCCC3)nc2n(C)c1=O	2.2	-15	-11	2	3	0	-5	0	-0.2
O=C(O)COc1cccc2nsnc12	-1.9	-4	1	3	-7	0	4	-5	0.0
CC1=CC(=C(C#N)C#N)C=C(C)N1CCN1CCN(C(=O)Nc2cccc(Cl)c2)CC1	4.3	3	3	11	0	2	-11	0	0.0
COc1ccc(-c2c(C)nn(-c3ccccc3)c2N)cc1	1.0	8	0	4	-5	1	-2	-2	0.0
O=C(Nc1cccc(C(F)(F)F)c1)c1csc(-c2ccncc2)n1	7.2	1	-1	-5	0	0	-1	-7	0.0
CCCN(CCC)CCCNC(=O)c1cn(CCOC)c(=O)c2c1c1ccccc1n2C	1.1	-5	-2	-9	-7	-3	-3	-5	0.0
COc1ccc(NC(=O)C2CCCN(c3cc(C)nc4ncnn34)C2)cc1 (stereo unspecified)	-1.1	5	0	7	0	-1	4	3	0.2
O=[n+]1c2c(n([O-])c3cc(F)c(N4CCCC4)cc31)CCC2	1.9	1	2	5	8	-77	17	-2	0.2
CC(=O)c1ccc(NC(=O)COc2ccccc2C(=O)Nc2ccccc2)cc1	4.7	1	11	10	1	-1	3	1	0.0
CC1CN(C(NC(=O)C(C)(C)C)C(Cl)(Cl)Cl)CC(C)O1 (stereo unspecified)	0.5	10	2	-1	0	-9	2	-1	0.0
C=CCc1cc(/C=C/c2nc(O)c([N+](=O)[O-])c(=O)[nH]2)cc(OC)c1O	3.1	-12	7	5	3	4	1	3	0.3
COCCn1c(SCC(=O)NC2CC2)nc2ccccc21	-1.9	-1	nt	2	nt	nt	3	-1	-0.3
CCN(C(=O)CSc1nnc(-c2ccccc2Cl)n1C1CCCC1)C1CCS(=O)(=O)C1 (stereo unspecified)	2.0	-13	0	7	-2	-4	-22&23	1	0.0
O=C1NC(C(=O)O)=CC(c2cccc(Cl)c2Cl)N1 (stereo unspecified)	-1.0	7	-3	-5	2	0	10	-3	-0.1
COc1ccc(CCC(=O)NCCOc2ccc(Cl)cc2)cc1	2.7	4	-1	3	3	-2	13	-4	0.1

Limited to PP5 inh and Efflux pump inh, for some of the entries so far:
| Molecule | PP5 inh | Efflux pump inh |
| --- | --- | --- |
| COc1ccc(-c2c(C)nn(-c3ccccc3)c2N)cc1 | 1.0 | 0.0 |
| O=C(Nc1cccc(C(F)(F)F)c1)c1csc(-c2ccncc2)n1 | 7.2 | 0.0 |
| CCCN(CCC)CCCNC(=O)c1cn(CCOC)c(=O)c2c1c1ccccc1n2C | 1.1 | 0.0 |
| COc1ccc(NC(=O)C2CCCN(c3cc(C)nc4ncnn34)C2)cc1 (stereo unspecified) | -1.1 | 0.2 |
| O=[n+]1c2c(n([O-])c3cc(F)c(N4CCCC4)cc31)CCC2 | 1.9 | 0.2 |
| CC(=O)c1ccc(NC(=O)COc2ccccc2C(=O)Nc2ccccc2)cc1 | 4.7 | 0.0 |

Further structures:
canonical_smiles	PP5 inh	proCasp3 act	core dimer inh	procasp7 counter	Fh CTSL1 inh	TPT1 inhibitor	JMJD2C inh	PP1 counter	Efflux pump inh
Cc1cccc(NC(=O)CSc2nccn2Cc2ccco2)c1C	-1.7	-2	8	6	-2	0	5	-2	0.1
Cc1ccc(C(OC(=O)c2ccco2)C(=O)NC(C)(C)C)cc1 (stereo unspecified)	2.2	-2	-3	0	-46	-1	34	1	0.1
Cc1cccc(NC(=O)c2cc(NC(=O)C3CCCCC3C(=O)O)ccc2N2CCOCC2)c1 (stereo unspecified)	0.9	0	8	2	3	-1	-2	0	0.0
CC(C)(C)NC(=O)c1ccccc1NC(=O)C1CC(=O)N(C2CCCCC2)C1 (stereo unspecified)	2.4	-2	5	-11	1	-7	-3	-2	-0.1
Cn1c(=O)c2c(nc(NCc3ccco3)n2C)n(C)c1=O	-2.3	3	-6	1	2	1	-13	-5	0.1
Cc1ccccc1C1c2[nH]c3ccccc3c2C[C@H]2C(=O)N(C3CC3)CC(=O)N12 (stereo partly specified)	-0.4	-4	-4	12	1	-2	-1	-1	-0.1
CC(C)(C)OC(=O)COc1cc(OCC(=O)OC(C)(C)C)c2c(=O)cc(-c3ccccc3)oc2c1	7.4	2	15	-6	11	1	3	17*	0.0
O=C(CSc1ncn[nH]1)Nc1ccccc1Sc1ccc(Cl)cc1	1.1	-6	-5	3	0	-3	13	1	-0.1
COc1cc(NC(=O)CCNC(=O)Cn2ccc3ccccc3c2=O)cc(OC)c1OC	3.1	5	1	-1	-3	-4	-2	-1	0.1
O=C(Nc1ccc2c(c1)OCCO2)c1cc(-n2cnnc2)ccc1Cl	3.4	4	-3	13	-2	-3	10	1	0.1
CCOc1cc(C(=O)OCc2cc(=O)n3c(C)csc3n2)ccc1OC	nt	4	nt	-3	nt	nt	-1	nt	0.1
CS(=O)(=O)c1ccc2nc(NC(=O)Nc3cccc(Cl)c3)sc2c1	1.6	4	2	3	0	0	0	14	-0.1
Cc1cc(NC(=O)Cc2cccs2)no1	1.9	-2	28	0	-8	11	3	28*	0.0
CCOC(=O)Cn1nc(C)n(-c2ccc(F)cc2)c1=O	0.5	-4	-4	3	-5	-1	-11	-1	0.0
CCO[C@H]1OC(C(=O)N2CCOCC2)=C[C@@H](c2ccc3c(c2)OCO3)[C@@H]1CCCO	-0.2	13	-4	2	-3	-3	-5	2	nt
O=C(CSCc1ccccc1)Nc1ccc(S(=O)(=O)N2CCOCC2)cc1	3.7	-7	9	2	-2	1	-9	-1	0.3
CCC1(C)COC(C)(CC(=O)NNC(=O)Nc2ccccc2)OC1 (stereo unspecified)	-0.2	9	1	5	-6	-1	-10	-2	0.2

One compound at a time, as listed above. Values in the order: PP5 inh | proCasp3 act | core dimer inh | procasp7 counter | Fh CTSL1 inh | TPT1 inhibitor | JMJD2C inh | PP1 counter | Efflux pump inh
Cc1cc(NC(=O)Cc2cccs2)no1 reads 1.9 | -2 | 28 | 0 | -8 | 11 | 3 | 28* | 0.0
CCO[C@H]1OC(C(=O)N2CCOCC2)=C[C@@H](c2ccc3c(c2)OCO3)[C@@H]1CCCO reads -0.2 | 13 | -4 | 2 | -3 | -3 | -5 | 2 | nt
CCOC(=O)Cn1nc(C)n(-c2ccc(F)cc2)c1=O reads 0.5 | -4 | -4 | 3 | -5 | -1 | -11 | -1 | 0.0
O=C(CSCc1ccccc1)Nc1ccc(S(=O)(=O)N2CCOCC2)cc1 reads 3.7 | -7 | 9 | 2 | -2 | 1 | -9 | -1 | 0.3
CCC1(C)COC(C)(CC(=O)NNC(=O)Nc2ccccc2)OC1 (stereo unspecified) reads -0.2 | 9 | 1 | 5 | -6 | -1 | -10 | -2 | 0.2

Screens from PubChem.

Not a hit list; 2.9% or so of the library scored in one or more.
